T cruzi growth – T. cruzi proliferation inhibition. T. cruzi beta-gal in NIH3T3, GalScreen luminescence, 90 h. inhibition, % at 8.34 µM. 5.9% of 77,000 active;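 active means mean inhibition above about 93%, with at least 55% of replicates each passing it, limit read from the data, passing the limit was not always enough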
C diff growth – C. difficile growth inhibition; 0.25% of 86,000 active; growth activity, negative = inhibition, % at 16 µg/mL (by protocol); Clostridium difficile clinical isolate growth, OD600, 24 h; active compounds read low;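 active means mean growth activity at or below -80% and every replicate also at or below -80%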;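 further: 0% = DMSO wells and -100% = levofloxacin 16 µg/mL wells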
Pf Dd2 growth – P. falciparum Dd2 growth inhibition; activity change, % at 10 µM; AID 1159554; 2.3% of 94,000 active; SYBR Green, 72 h; active compounds read low; in the data active means activity change below about -80%
GASC1 inh – blocks human GASC-1 (KDM4C) demethylase activity; inhibition, % at 12.5 µM; AID 720574; 0.15% of 96,000 active; Q9H3R0; GST-KDM4C 2-372, H3K9me3 peptide, LANCE TR-FRET;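 active means mean replicate inhibition above about 25%, with at least 55% of replicates also reaching it, limit read from the data, passing the limit was not always enough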
Target sequence (Q9H3R0 2-372 limits assumed): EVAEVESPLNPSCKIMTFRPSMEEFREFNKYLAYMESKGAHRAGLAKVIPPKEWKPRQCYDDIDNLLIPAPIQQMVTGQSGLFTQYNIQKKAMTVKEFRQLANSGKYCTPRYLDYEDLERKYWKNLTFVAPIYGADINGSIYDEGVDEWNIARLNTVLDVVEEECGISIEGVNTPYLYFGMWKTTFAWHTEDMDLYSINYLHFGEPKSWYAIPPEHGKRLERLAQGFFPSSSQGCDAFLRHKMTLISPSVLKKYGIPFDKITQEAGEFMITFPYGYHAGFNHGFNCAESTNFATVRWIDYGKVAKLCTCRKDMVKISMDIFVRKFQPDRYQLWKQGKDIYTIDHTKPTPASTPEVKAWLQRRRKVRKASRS
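Compound: one test concentration per compound; Material: GST-GASC-1 enzyme fragment 2-372; Amount: GASC-1 enzyme at 10 nM final in reaction; Also added: H3K9me3 peptide substrate, Fe(II), 2-oxoglutarate; Technique: LANCE TR-FRET; Times: 30 min demethylation and 1 h detection at room temperature.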
* marks the source's active call; other numbers are inactive results; / = no result given; & = joins results of further samples; ! = not confirmed by another sample.

No.	molecule	T cruzi growth	C diff growth
1	O=C(C1CCOCC1)N1CC(=O)N2[C@H](CO)[C@@H](c3ccc(C#CCc4ccccc4)cc3)[C@@H]2C1	/	3
2	COc1ccc(-c2cnc3c(c2)C(=O)N([C@H](C)CO)C[C@H](C)[C@@H](CN(C)C(=O)C2CC2)O3)cc1	-163	-1
3	C[C@@H]1CN([C@@H](C)CO)C(=O)c2cccc(NC(=O)c3ccncc3)c2O[C@H]1CN(C)C(=O)Nc1cccc2ccccc12	-6	2
4	C[C@H](CO)N1C[C@H](C)[C@H](CN(C)CC2CCCCC2)Oc2ccc(NS(=O)(=O)c3cn(C)cn3)cc2C1=O	-3	-6
5	C[C@H](CO)N1C[C@H](C)[C@H](CN(C)Cc2ccc(Cl)c(Cl)c2)Oc2ccc(NC(=O)Cc3cn(C)c4ccccc34)cc2C1=O	69	/
6	COCCNC(=O)C[C@H]1C[C@H]2c3cc(NC(=O)Nc4ccc(C(F)(F)F)cc4)ccc3O[C@H]2[C@@H](CO)O1	26	/
7	COc1ccc(NC(=O)Nc2ccc3c(c2)C(=O)N([C@H](C)CO)C[C@@H](C)[C@@H](CN(C)C(=O)C2CCCCC2)OCCCC[C@@H](C)O3)cc1	51	-2
8	C[C@@H]1CN([C@H](C)CO)C(=O)c2cccc(NC(=O)c3ccc(-c4nccs4)cc3)c2O[C@H]1CN(C)Cc1ccc(C(F)(F)F)cc1	96	/

No.	Pf Dd2 growth	GASC1 inh
1	-73	0.2
2	-11	2.3
3	-14	0.8
4	24	0.5
5	-52	-2.7
6	2	1.5
7	-23	11
8	-91*	0.4

Later entries:
No.	molecule	T cruzi growth	C diff growth
9	CCCNC(=O)N(C)C[C@H]1Oc2ncc(-c3ccc(OC)cc3)cc2C(=O)N([C@@H](C)CO)C[C@@H]1C	7	8
10	COc1cccc(S(=O)(=O)N(C)C[C@H]2OCc3cn(nn3)CCCC(=O)N([C@@H](C)CO)C[C@@H]2C)c1	116*!	1
11	C[C@@H]1CN([C@@H](C)CO)C(=O)c2ccccc2-c2ccccc2CO[C@@H]1CN(C)C(=O)Nc1ccccc1C(F)(F)F	16	-3
12	O=C(C[C@@H]1CC[C@@H]2[C@H](COC[C@@H](O)CN2C(=O)c2cccnc2)O1)NCc1ccccc1	-9	4
13	O=C(NCCc1ccncc1)[C@@H]1[C@@H](CO)[C@@H]2Cn3c(ccc(-c4cccnc4)c3=O)[C@@H]2N1C(=O)C1CC1	-6	2
14	Cc1ccc(S(=O)(=O)N(C)C[C@H]2Oc3ccc(NS(=O)(=O)c4ccccc4)cc3CC(=O)N([C@H](C)CO)C[C@H]2C)cc1	68	-10
15	C/C=C/c1ccc(C2[C@H]3CNC[C@@H]2N3C(=O)Nc2cccc(OC)c2)cc1 (stereo partly drawn)	/	3&-8
16	O=C(C[C@@H]1CC[C@H]2NC[C@H](O)COC[C@@H]2O1)NCCc1ccccc1	-1	4

No.	Pf Dd2 growth	GASC1 inh
9	33	-1.3
10	9&23	0.5
11	-33	0.8
12	5	0.1
13	15	-0.4
14	-1	-1.0
15	50&-33	-1.0&0.8
16	3	2.2

Next section
No.	molecule	T cruzi growth	C diff growth
17	C[C@@H]1CN([C@@H](C)CO)C(=O)Cc2cc(NS(=O)(=O)c3ccc(F)cc3)ccc2O[C@@H]1CN(C)Cc1ccncc1	74	-3
18	O=C(C[C@@H]1CC[C@H]2[C@@H](COC[C@@H](O)CN2C(=O)c2ccccc2)O1)NCc1cccc(F)c1	-28	/
19	COC(=O)C[C@@H]1C[C@@H]2c3cc(NC(=O)CN(C)C)ccc3O[C@@H]2[C@@H](CO)O1	-21	/
20	C[C@@H]1CN([C@@H](C)CO)C(=O)CCCn2nncc2CO[C@H]1CN(C)Cc1cccc(C(=O)O)c1	13	/
21	C[C@@H]1CN([C@@H](C)CO)C(=O)c2cc(C#Cc3cccnc3)cnc2O[C@@H]1CN(C)S(C)(=O)=O	27	9
22	COc1ccc(NC(=O)Nc2ccc3c(c2)C(=O)N([C@H](C)CO)C[C@H](C)[C@@H](CN(C)C(=O)Cc2ccccc2)OCCCC[C@H](C)O3)cc1	83	3
23	NCC[C@H]1CC[C@H](NC(=O)NC2CCCCC2)[C@H](CO)O1	/	-5
24	CO[C@H]1CN(C)C(=O)c2cc(NS(C)(=O)=O)ccc2OC[C@@H](C)NC[C@H]1C	/	-6

No.	Pf Dd2 growth	GASC1 inh
17	-11	-0.5
18	-4	0.1
19	14	-0.5
20	8	-0.5
21	11	-0.3
22	-23	0.4
23	25	0.3
24	25	-1.4

(cont.)
No.	molecule	T cruzi growth	C diff growth
25	CCCC(=O)Nc1ccc2c(c1)C(=O)N(C)C[C@H](OC)[C@@H](C)CN[C@H](C)CO2	-1	1
26	COc1ccc(NC(=O)N(C)C[C@@H]2Oc3c(NC(=O)Nc4ccc5c(c4)OCO5)cccc3C(=O)N([C@@H](C)CO)C[C@@H]2C)cc1	31	0
27	C[C@@H]1CN([C@H](C)CO)S(=O)(=O)c2ccc(Br)cc2O[C@H]1CN(C)CC1CCCC1	32	2
28	CN(C)C(=O)C[C@H]1CC[C@@H]2[C@H](COc3ccc(NC(=O)C4CCOCC4)cc3C(=O)N2C)O1	-35	-1
29	Cc1nn(C)cc1NC(=O)C[C@H]1CC[C@@H]2[C@@H](COc3ccc(NC(=O)C(C)C)cc3C(=O)N2C)O1	55	-2
30	CNC(=O)C[C@@H]1CC[C@H]2[C@H](COc3ccc(NC(=O)Nc4ccc(Cl)cc4)cc3C(=O)N2C)O1	-44	1
31	C[C@H]1CN([C@@H](C)CO)S(=O)(=O)c2ccc(Br)cc2O[C@@H]1CN(C)C(=O)C1CCC1	27	/
32	C[C@@H]1CN([C@H](C)CO)C(=O)c2cccc(NC(=O)c3ccc(-c4nccs4)cc3)c2O[C@H]1CN(C)S(=O)(=O)c1ccc(Cl)cc1	13	2

No.	Pf Dd2 growth	GASC1 inh
25	/	0.0
26	-39	0.1
27	-48	-1.8
28	9	3.8
29	-10	4.8
30	-13	-1.0
31	2	-2.0
32	-7	0.2

Given with each value named: entries from further up.
25: CCCC(=O)Nc1ccc2c(c1)C(=O)N(C)C[C@H](OC)[C@@H](C)CN[C@H](C)CO2
  T cruzi growth = -1
  C diff growth = 1
  Pf Dd2 growth = /
  GASC1 inh = 0.0

11: C[C@@H]1CN([C@@H](C)CO)C(=O)c2ccccc2-c2ccccc2CO[C@@H]1CN(C)C(=O)Nc1ccccc1C(F)(F)F
  T cruzi growth = 16
  C diff growth = -3
  Pf Dd2 growth = -33
  GASC1 inh = 0.8

30: CNC(=O)C[C@@H]1CC[C@H]2[C@H](COc3ccc(NC(=O)Nc4ccc(Cl)cc4)cc3C(=O)N2C)O1
  T cruzi growth = -44
  C diff growth = 1
  Pf Dd2 growth = -13
  GASC1 inh = -1.0

3: C[C@@H]1CN([C@@H](C)CO)C(=O)c2cccc(NC(=O)c3ccncc3)c2O[C@H]1CN(C)C(=O)Nc1cccc2ccccc12
  T cruzi growth = -6
  C diff growth = 2
  Pf Dd2 growth = -14
  GASC1 inh = 0.8

Other results:
No.	molecule	T cruzi growth	C diff growth
33	CCC(=O)N1[C@H](CO)[C@H](c2ccc(-c3cccc(OC)c3)cc2)[C@H]1CNC(C)=O	/	-3
34	CC(C)NC(=O)N1[C@@H](CO)[C@@H]2c3ccccc3N(C(=O)Nc3ccccc3)C[C@@H]21	-9	-7
35	CCCC#Cc1ccc([C@H]2[C@@H](CO)N3CCCCN(Cc4ccncc4)C[C@H]23)cc1	49	17
36	COCC(=O)NC[C@@H]1[C@H](c2ccccc2)[C@@H](CO)N1C(=O)c1ccccc1	-8	2
37	COc1ccccc1NC(=O)N1CC(=O)N2[C@H](CO)[C@H](c3ccc(-c4ccccc4)cc3)[C@@H]2C1	/	-5
38	C[C@@H]1CN([C@H](C)CO)C(=O)c2cc(-c3ccc(F)cc3)cnc2O[C@@H]1CN(C)C(=O)NC1CCCC1	-39	7
39	Cc1ccc(-c2ccc3c(c2)O[C@H](CN(C)Cc2cccc(C(=O)O)c2)[C@@H](C)CN([C@H](C)CO)S3(=O)=O)cc1	12	-8
40	O=C(c1ccccn1)N1C[C@H]2[C@@H](c3ccccc31)[C@H](CO)N2C(=O)Cc1ccccc1	1	4

No.	Pf Dd2 growth	GASC1 inh
33	-12	2.5
34	-12	3.4
35	-71	1.7
36	9	2.1
37	2	-0.2
38	-19	-1.1
39	16	0.8
40	-11	0.0

Arranged by the number under GASC1 inh (smallest number first): three of the compounds above
nr	Molecule	GASC1 inh
38	C[C@@H]1CN([C@H](C)CO)C(=O)c2cc(-c3ccc(F)cc3)cnc2O[C@@H]1CN(C)C(=O)NC1CCCC1	-1.1
37	COc1ccccc1NC(=O)N1CC(=O)N2[C@H](CO)[C@H](c3ccc(-c4ccccc4)cc3)[C@@H]2C1	-0.2
40	O=C(c1ccccn1)N1C[C@H]2[C@@H](c3ccccc31)[C@H](CO)N2C(=O)Cc1ccccc1	0.0

Next part.
No.	molecule	T cruzi growth	C diff growth
41	C/C=C/c1cnc2c(c1)C(=O)N([C@@H](C)CO)C[C@H](C)[C@H](CN(C)Cc1ccc3c(c1)OCO3)O2	/	-2
42	O=C(C[C@@H]1CC[C@H]2[C@@H](COC[C@H](O)CN2C(=O)c2ccccc2F)O1)NCc1ccc(-c2ccccc2)cc1	/	54&48
43	O=C(Nc1cc(F)ccc1F)N[C@H]1C=C[C@H](CC(=O)N2CCc3ccccc3C2)O[C@H]1CO	/	-16
44	O=C(O)C[C@H]1C[C@@H]2c3cc(NC(=O)c4ccc5c(c4)OCO5)ccc3O[C@@H]2[C@H](CO)O1	-49	-1
45	CC(C)NC(=O)N(C)C[C@@H]1Oc2cc(C3=CCCCC3)ccc2S(=O)(=O)N([C@@H](C)CO)C[C@H]1C	65	-14
46	COc1ccccc1C#Cc1cnc2c(c1)C(=O)N([C@@H](C)CO)C[C@@H](C)[C@H](CN(C)S(=O)(=O)c1cn(C)cn1)O2	/	3
47	C[C@H](CO)N1C[C@H](C)[C@@H](CN(C)C)OCCCC[C@H](C)Oc2ccc(NS(=O)(=O)c3cccs3)cc2C1=O	33	5
48	CCCNC(=O)N(C)C[C@H]1Oc2cc(C#CCN(C)C)ccc2S(=O)(=O)N([C@@H](C)CO)C[C@H]1C	41	-6

No.	Pf Dd2 growth	GASC1 inh
41	-3	-2.5
42	27	-5.0
43	35	0.6
44	15	-1.5
45	-36	-0.8
46	-13	-1.5
47	51	1.1
48	3	1.7

Continued.
No.	molecule	T cruzi growth	C diff growth
49	Cc1cccc(CN(C)C[C@@H]2OCc3cnnn3CCCC(=O)N([C@H](C)CO)C[C@@H]2C)c1	2	-1
50	O=C(NCC[C@H]1CC[C@@H](NC(=O)c2ccccc2F)[C@@H](CO)O1)c1cnccn1	/	3
51	O=C(CN1CCOCC1)NCC[C@@H]1CC[C@@H](NS(=O)(=O)c2ccc(Cl)cc2)[C@@H](CO)O1	-54	2
52	CC(C)(O)C#Cc1ccc([C@H]2[C@@H](CO)N3CCCCN(C(=O)c4cccnc4)C[C@H]23)cc1	43	-12
53	CO[C@H]1CC[C@@H]2CCN(C)C(=O)[C@@H](C)[C@@H](OC)CN(C)C(=O)c3cc(C#N)ccc3OC[C@@H]1O2	23	/
54	C[C@H](CO)N1C[C@H](C)[C@@H](CN(C)Cc2ccccc2)Oc2ccc(NC(=O)Cc3cn(C)c4ccccc34)cc2CC1=O	70	-5
55	CC(C)NC(=O)N(C)C[C@H]1Oc2ccc(NC(=O)C3CC3)cc2C(=O)N([C@H](C)CO)C[C@H]1C	15	0
56	C[C@@H]1CN([C@@H](C)CO)C(=O)Cc2cc(NC(=O)C3CC3)ccc2O[C@H]1CN(C)S(C)(=O)=O	-13	-2

No.	Pf Dd2 growth	GASC1 inh
49	6	0.7
50	-5	1.5
51	8	-0.9
52	31	0.2
53	13	-0.1
54	-82*	-2.6
55	-3	-2.7
56	21	-1.5

Continued:
No.	molecule	T cruzi growth	C diff growth
57	C[C@H](CO)N1C[C@H](C)[C@H](CN(C)C(=O)CC2CC2)Oc2cc(C3=CCCCC3)ccc2S1(=O)=O	50	-5
58	O=C(c1cccc(F)c1)N1CC[C@H]2[C@H](CO)Nc3ccc(-c4ccccc4)cc3[C@H]21	/	7
59	CNC(=O)C[C@H]1CC[C@H]2[C@@H](COc3ccc(NC(=O)c4ccc(OC)cc4)cc3C(=O)N2C)O1	19	2
60	C[C@H](NC(=O)C[C@H]1C[C@@H]2c3cc(NS(C)(=O)=O)ccc3O[C@@H]2[C@@H](CO)O1)c1ccccc1	/	-3
61	CN1C(=O)c2cc(NC(=O)Cc3ccccc3)ccc2OC[C@@H]2O[C@@H](CC(=O)O)CC[C@H]21	18	-10
62	C/C=C/c1ccc([C@H]2[C@@H](C#N)N(C(=O)NC3CCCCC3)[C@H]2CO)cc1	91	-4
63	Cc1noc(C)c1S(=O)(=O)Nc1cccc2c1O[C@H](CN(C)C(=O)NC(C)C)[C@H](C)CN([C@H](C)CO)C2=O	-151	-4
64	CN(C)C(=O)c1cccc(-c2ccc([C@@H]3[C@H](CO)N4CCCCN(CCC(F)(F)F)C[C@@H]34)cc2)c1	-4	1
65	CC(C)NC(=O)Nc1ccc2c(c1)C(=O)N([C@H](C)CO)C[C@H](C)[C@H](CN(C)C(=O)Nc1cccc3ccccc13)OCCCC[C@@H](C)O2	2	5

No.	Pf Dd2 growth	GASC1 inh
57	-52	-0.4
58	-29	4.9
59	6	5.0
60	1	-0.3
61	4	-1.8
62	5	-2.9
63	29	-0.2
64	0	-1.0
65	-23	-1.3
